High-throughput results (PubChem BioAssay)
GPR55 activation = selective activators of receptor GPR55 – imaging, U2OS cells, beta-arrestin-GFP redistribution, primary screen (AID 1961); U2OS GPR55 beta-arrestin-GFP redistribution imaging; higher % means a stronger effect; one-dose activation, % at 10 µM; EC50 in µM for titrated hits; actives 0.048% (n = 290,000);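 active means activation above 40% with more than 50 cells counted in the well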;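 further: U2OS osteosarcoma cells stably expressing GPR55 and beta-arrestin-GFP; plate controls were DMSO negative control for no effect and LPI positive control for full effect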
KOR beta-arrestin-1 = KOR agonists, beta-arrestin recruitment, primary screen, cell-based, luminescence, uHTS (AID 1777); KOR beta-arrestin recruitment, luminescence; higher % means a stronger effect; one-dose activation, % at 10 µM; EC50 in µM for titrated hits; actives 0.02% (n = 280,000); in the data active means activation above about 50%, passing the limit was not always enough; further: a part of the inactive calls stands beside numbers as strong as those of hits
GPR35 antagonists = GPR35 antagonists blocking zaprinast-driven arrestin recruitment, primary screen, imaging, U2OS, beta-arrestin-GFP, zaprinast agonist (AID 2058). U2OS GPR35 beta-arrestin-GFP translocation imaging, zaprinast antagonism; higher % means a stronger effect. actives 0.052% (n = 290,000). inhibition, % at 10 µM, or IC50 in µM where a hit was titrated;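 active means inhibition of at least 50% with at least 30 cells and total cytoplasm GFP at most 10,000,000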
Siah-1 displacement = blockers of Siah-1 interaction with plectin peptide – biochemical, fluorescence polarization, rhodamine-plectin, uHTS, primary screen (AID 1817); Siah-1 / rhodamine-plectin peptide fluorescence polarization; higher % means a stronger effect; displacement, % at 20 µM; hits with a dose series show IC50 in µM; actives 0.02% (n = 290,000);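 active means displacement of at least 50% at 20 µM, with a fluorescence ratio check between 0.3 and a set limit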;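 further: plate controls were Siah plus tracer with DMSO for no effect and tracer alone without Siah for full effect; strong numbers were not always called active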
AID2073 = disruptors of CaV2.2 binding to Mint1 – biochemical, HTRF (AID 2073). inhibition, % at 20 µM; hits with a dose series show IC50 in µM. actives 0.19% (n = 290,000). HTRF protein-protein interaction, Mint1-CaV2.2; higher % means a stronger effect; in the data active means inhibition mostly above about 51%, no sharp cut-off; further: some results filed as inactive read as strong as hits
HIV peptide binding = inhibitors of HIV fusion peptide binding, primary screen, biochemical, uHTS, fluorescence dequenching (AID 1986) | cell-free peptide binding, fluorescence dequenching, 30 min; higher % means a stronger effect | one-dose inhibition, % at 20 µM; IC50 in µM for titrated hits | actives 0.3% (n = 290,000); in the data active means inhibition mostly above about 52%, no sharp cut-off; inactive means mostly below about 76%; further: some results filed as inactive read as strong as hits
KOR beta-arrestin-2 = KOR antagonists, beta-arrestin recruitment, cell-based, luminescence, uHTS (AID 1778). KOR beta-arrestin recruitment, luminescence, antagonist mode; higher % means a stronger effect. one-dose inhibition, % at 10 µM; IC50 in µM for titrated hits. actives 0.091% (n = 290,000); in the data active means inhibition above about 50%; further: strong numbers were not always called active
NOD1 inhibition = inhibition of NOD1-driven NF-kB reporter – cell-based, luminescence, uHTS, primary screen (AID 1578) | NOD1-driven NF-kB luciferase reporter cells, luminescence; higher % means a stronger effect | one-dose inhibition, % at 4 µM; EC50 in µM for titrated hits | actives 1% (n = 290,000); in the data active means inhibition mostly above about 36%, no sharp cut-off; inactive means mostly below about 34%;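 further: HEK-293T reporter cells stimulated with the NOD1 agonist gamma-tri-DAP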
GPR55 antagonists = GPR55 antagonists blocking LPI-driven arrestin recruitment, primary screen, imaging, U2OS, beta-arrestin-GFP, LPI agonist (AID 2013); U2OS GPR55 beta-arrestin-GFP translocation imaging, LPI antagonism; higher % means a stronger effect; inhibition, % at 10 µM; hits with a dose series show IC50 in µM; actives 0.13% (n = 290,000);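 active means spots per cell inhibited over 60%, with over 100 cells counted and total cytoplasm intensity under 500,000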;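 further: U2OS cells stably carrying GPR55 and arrestin-GFP stimulated by 5 µM LPI near EC80; imaged beta-arrestin-GFP aggregate spots per cell after agonist stimulation; plate controls were LPI-stimulated DMSO wells for no effect and DMSO wells without LPI for full effect; some results filed as inactive read as strong as hits; confirmed hits need IC50 under 10 µM and bright autofluorescent wells are also inconclusive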
* = called active by the depositor; / = not tested or not shown; [ ] = remark or other dose. Some of the compounds tested; rates above refer to the full screens.

SMILES	GPR55 activation	KOR beta-arrestin-1	GPR35 antagonists	Siah-1 displacement	AID2073	HIV peptide binding	KOR beta-arrestin-2	NOD1 inhibition	GPR55 antagonists
Cc1ccc(/C=N/NC(=O)C2=NNC(c3ccccc3)(c3ccccc3)C2)c(O)c1	0.6%	-2.0%	0%	1%	11%	10%	-1%	-64%	-7%
N#Cc1ccc(C(=O)Nc2cc(S(=O)(=O)N3CCCC3)ccc2OCC(F)(F)F)cc1	-0.3%	2.9%	4%	6%	8%	1.4%	16%	-22%	4%
C#CCN(CC=C)C(=O)C1CCC(=O)N(CCCc2ccccc2)C1 (configuration not stated)	-0.1%	-2.8%	-6%	-3%	9%	-2.0%	-24%[20 µM]	-9%	-1%
CCOC(=O)C1=C(C)NC(=O)NC1c1ccc(OCCO)c(OC)c1 (configuration not stated)	-0.1%	-5.7%	6%	4%	-4%	-0.9%	9%	-15%	11%
C#CCOCCOCCOCCNc1nc(N2CCOCC2)nc(N2CCN(C(=O)[C@H](Cc3cc4ccccc4[nH]3)n3cc([C@@H](N)CC(C)C)nn3)CC2)n1	0.1%	22%	6%	4%	-7%	0.1%	14%	4%	6%
O=C(CSC1CC(=O)N(CC(c2ccccc2)c2ccccc2)C1=O)Nc1ccc(Cl)cc1 (configuration not stated)	-0.1%	1.8%	6%	1%	-3%	-0.4%	12%	24%	25%
O=C(O)CC/C(=N\NC(=O)c1ccccc1Br)c1ccccc1	0.2%	0.8%	-6%	3%	-1%	0.3%	-10%	4%	10%
Brc1ccc(-c2csc(/N=C/N3CCOCC3)n2)cc1	0.1%	-3.0%	-22%	0%	4%	-1.8%	4%	-22%	-1%
Cc1ccc(-c2ccc(/C=C3/NC(=O)NC3=O)o2)cc1[N+](=O)[O-]	0.1%	-1.2%	11%	36%	18%	52%	13%	-17%	12%
COc1ccc(N/C=C/C(=O)c2ccccc2)cc1	0.6%	-0.1%	-8%	-3%	13%	-1.7%	-30%[20 µM]	-59%	-3%
COCCCN1CN(S(=O)(=O)c2cccs2)c2nc3ccccc3nc21	-0.3%	0.0%	-13%	8%	4%	-1.2%	1%	1%	8%
Cc1ccc(S(=O)(=O)Nc2nc3ccccc3nc2N2CCc3ccccc3C2)cc1	-0.1%	-0.8%	-14%	4%	22%	-3.4%	-24%	6%	6%
O=C(CN(C(=O)CCC(=O)Nc1nccs1)c1cccc(C(F)(F)F)c1)NCC1CCCO1 (configuration not stated)	-0.2%	-3.8%	5%	-2%	-1%	-1.2%	12%	-78%	-5%
CCCCCCCCCCOC(=O)Cn1c(COc2cccc(OC)c2)[n+](C)c2ccccc21	19%	-22%	-4%	7%	29%	2.3%	12%	5%	21%
COc1ccc(Cl)cc1NC(=O)Cn1nc(-c2ccc(C)cc2)n(C)c1=S	-0.2%	1.6%	2%	9%	6%	1.6%	9%	-19%	8%
CCOc1ccc(OCCCCn2ccnc2)cc1	-0.3%	9.8%	6%	11%	8%	-1.5%	-20%	-22%	9%
Cc1cccc(-c2n[nH]c(=S)n2/N=C/c2ccc(C)o2)c1	0.2%	-2.5%	2%	-1%	23%	4.0%	-13%	-30%	0%
COc1ccc(C(C(=O)NC2CCCC2)N(CCCO)C(=O)Cn2nnc(-c3ccc(C)o3)n2)cc1 (configuration not stated)	-0.1%	2.3%	-4%	-1%	11%	0.1%	-11%	-20%	-11%
O=C(N/N=C/c1ccccc1Cl)c1cccc(F)c1	-0.1%	2.1%	-1%	4%	-5%	-3.0%	-1%	-90%	5%
COc1ccc(N(C(=O)CNC(=O)c2ccco2)C(C(=O)NCC2CCCO2)c2ccccc2)cc1Cl (configuration not stated)	-0.2%	-1.9%	10%	9%	-4%	1.7%	-65%	-12%	5%
Cn1cc(S(=O)(=O)CC(=O)N2CCc3ccccc32)c2ccccc21	0.8%	1.5%	6%	-1%	-6%	-4.2%	-21%	9%	11%
CCOc1ccccc1Nc1cc2n(c(=O)n1)CCc1cc(OC)c(OC)cc1-2	0.0%	-2.9%	24%	-6%	17%	-0.9%	-6%	4%	13%
CC(C)(CO)NCC(=O)Nc1cc(C(F)(F)F)cc(NC(=O)CNC(C)(C)CO)c1Cl	0.2%	-2.4%	-7%	11%	-6%	8.8%	11%	-28%	3%
COCCN1C(=O)C(=O)/C(=C(/O)c2ccc(S(=O)(=O)N3CCCCC3)cc2)C1c1ccc(OC)cc1 (configuration not stated)	-0.1%	9.9%	-1%	4%	6%	0.5%	-33%	49%	-14%
O=C(c1ccc(F)cc1F)N1CCC(N2CCC(C(=O)N3CCOCC3)CC2)CC1	-0.2%	4.0%	-9%	10%	-4%	2.8%	-5%	-19%	0%
CCSc1nc(C2CC2)cc(-c2cccs2)c1C#N	0.0%	-5.0%	8%	4%	-3%	-2.3%	-9%	-16%	-11%
Cc1cc(S(=O)(=O)N2CCCC(N(C)CCc3ccccn3)C2)c(C)s1 (configuration not stated)	-0.1%	-2.3%	-7%	-3%	3%	1.6%	2%	-15%	-12%
Oc1ccc(N=Nc2n[nH]c(-c3ccccc3)n2)cc1	-0.3%	9.7%	4%	2%	10%	-1.4%	4%	-35%	-1%
FC(F)(F)c1cc(Cl)c2nnc(-c3cccnc3)n2c1	1.1%	-9.5%	-8%	5%	-5%	-1.6%	-11%	-18%	25%
CCN1CCc2c(sc(NC(=O)C3COc4ccccc4O3)c2C(N)=O)C1 (configuration not stated)	0.3%	2.2%	-18%	7%	8%	-0.3%	1%	-26%	-3%
O=C(C1CCCO1)N1CCN(c2c3c(nc4cc(-c5ccc(F)cc5)nn24)CCC3)CC1 (configuration not stated)	-0.2%	-3.2%	3%	5%	5%	9.6%	0%	5%	-4%
NC(=O)COC(=O)c1cc(=O)[nH]c2ccccc12	-0.2%	3.2%	-1%	4%	22%	-0.2%	-4%	-1%	11%
Cc1nnc(Sc2cc(C(=O)NCc3ccco3)c3ccccc3n2)s1	0.0%	4.2%	-12%	-3%	-3%	-0.2%	-27%	-22%	-4%
CCn1ncc([N+](=O)[O-])c1C(=O)N1CCCC1	-0.1%	2.4%	0%	3%	2%	0.4%	-45%	-8%	7%
COc1cc(C(=O)NC(=S)NNC(=O)c2cnccn2)cc(OC)c1OC	-0.3%	14%	0%	-3%	0%	5.5%	0%	14%	8%
CCOc1ccc(Cn2nnc(C(=O)NCc3ccc(OC)cc3)c2N)cc1	0.3%	-1.1%	-9%	3%	10%	1.6%	10%	-32%	-4%
CCc1cc2c(CN3CCN(CCO)CC3)cc(=O)oc2cc1O	-0.1%	1.4%	-12%	-3%	32%	-2.2%	-99%	3%	-3%
CCCC1(C(=O)OCC)NC(c2ccc(N(C)C)cc2)C2C(=O)N(c3ccc(OCC)cc3)C(=O)C21 (configuration not stated)	-0.2%	-6.4%	12%	-2%	-8%	-0.1%	10%	-9%	8%
O=C(O)C1CCCN1S(=O)(=O)c1ccc2[nH]c(=O)c(=O)[nH]c2c1 (configuration not stated)	-0.2%	-0.7%	-9%	3%	3%	-0.7%	14%	1%	17%
COc1ccc(NS(=O)(=O)c2cc(Cl)ccc2Cl)cc1S(=O)(=O)N1CCCCC1	0.6%	-3.9%	-11%	12%	-1%	2.0%	1%[20 µM]	-29%	-9%
COC(=O)C1=C(C)NC(=S)N(C(C)=O)C1c1ccccc1 (configuration not stated)	-0.1%	-4.4%	-9%	10%	-12%	2.5%	-3%	-30%	22%
NC(=O)CC[C@@H]1NC(=O)[C@H](CO)NC(=O)c2cc([N+](=O)[O-])cc(I)c2NCC[C@@H](C(N)=O)NC(=O)[C@H](Cc2ccc(O)cc2)NC1=O	0.2%	0.0%	-21%	0%	-56%	-1.7%	-43%	-32%	-5%
Cc1nn(-c2ccccc2)c2c1C1(C(=O)N(C)c3ccccc31)C(C#N)=C(N)O2 (configuration not stated)	0.0%	-1.3%	13%	4%	-1%	-0.4%	20%	-16%	0%
COc1cc2cc(C(=O)N3CCN(Cc4ccc5c(c4)OCO5)CC3)c(=O)oc2cc1OC	-0.2%	2.0%	46%	-1%	30%	-1.3%	-14%	-10%	3%
CCN(CC)c1ccc(C2C(C(=O)OCCOC)=C(C)NC3=C2C(=O)CC(C)(C)C3)cc1 (configuration not stated)	-0.1%	/	7%	-2%	-10%	-1.2%	-17%	3%	4%
CCCC(=O)Nc1ccccc1NC(=O)C1CCCCC1	-0.1%	-4.5%	-5%	-1%	-6%	-0.1%	38%	-16%	2%
CCN(CC)S(=O)(=O)c1cccc(C(=O)OC2CC(C)OC2=O)c1 (configuration not stated)	0.3%	-1.9%	-1%	0%	4%	-1.3%	-35%	-10%	10%
Cn1c(N)c(-c2nc3cccnc3n2C)sc1=S	-0.9%	0.2%	-1%	4%	18%	-2.2%	-7%	-6%	1%
O=C(CSc1nc2ccccc2o1)Nc1ccccc1	-0.4%	0.1%	6%	-4%	7%	0.6%	13%	/	3%
CCCSCCCNC(=O)Cn1nc(CC)n2c(cc3c(OC)cccc32)c1=O	-0.1%	2.4%	2%	0%	16%	2.4%	1%	2%	9%
CCOC(=O)C1(Cc2cccc(OC)c2)CCN(Cc2ccccc2)CC1	-0.3%	0.4%	20%	3%	11%	0.1%	-18%	9%	4%
COC(=O)CSc1nc2cc(C)cc(C)c2cc1C#N	0.2%	6.7%	-9%	1%	48%	-2.5%	17%	-52%	10%
O=C1CC(c2ccccc2)Cc2nc(NCc3ccco3)ncc21 (configuration not stated)	-0.2%	-2.0%	5%	5%	2%	0.9%	7%	-20%	10%
O=C(Nc1ccon1)c1sc2cc(Cl)ccc2c1Cl	-0.2%	1.9%	0%	0%	58%	-0.1%	-8%	-69%	-3%
Cc1ccc(S(=O)(=O)CCC(=O)OCC(=O)NCC(=O)Nc2cccc(C)c2C)cc1	-0.1%	-1.7%	-1%	1%	39%	-0.4%	15%	-10%	9%
NS(=O)(=O)c1ccc(CCNC(=O)CCCn2c(=O)[nH]c3ccc(Br)cc3c2=O)cc1	-0.1%	-4.7%	-2%	3%	-5%	0.7%	-36%	-22%	2%

3 compounds already listed, sorted by the number in Siah-1 displacement, lowest first.
molecule | GPR55 activation | KOR beta-arrestin-1 | GPR35 antagonists | Siah-1 displacement | AID2073 | HIV peptide binding | KOR beta-arrestin-2 | NOD1 inhibition | GPR55 antagonists
O=C(Nc1ccon1)c1sc2cc(Cl)ccc2c1Cl | -0.2% | 1.9% | 0% | 0% | 58% | -0.1% | -8% | -69% | -3%
COC(=O)CSc1nc2cc(C)cc(C)c2cc1C#N | 0.2% | 6.7% | -9% | 1% | 48% | -2.5% | 17% | -52% | 10%
CCOC(=O)C1(Cc2cccc(OC)c2)CCN(Cc2ccccc2)CC1 | -0.3% | 0.4% | 20% | 3% | 11% | 0.1% | -18% | 9% | 4%
